ERAP1 inh – inhibitors of human ERAP1 aminopeptidase; Q9NZ08; recombinant ERAP1, Leu-AMC fluorescence, 60 min; inhibition, % at 10.7 µM; hit rate 0.15% among 340,000; AID 652197;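 active means mean replicate inhibition of at least 30%, or all replicates individually reaching that 30% level; inactive means mean below 30% and not every replicate reaching it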;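 further: 0% = neutral control wells and 100% = L-leucinethiol positive control wells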
Target sequence (Q9NZ08 whole entry, looked up): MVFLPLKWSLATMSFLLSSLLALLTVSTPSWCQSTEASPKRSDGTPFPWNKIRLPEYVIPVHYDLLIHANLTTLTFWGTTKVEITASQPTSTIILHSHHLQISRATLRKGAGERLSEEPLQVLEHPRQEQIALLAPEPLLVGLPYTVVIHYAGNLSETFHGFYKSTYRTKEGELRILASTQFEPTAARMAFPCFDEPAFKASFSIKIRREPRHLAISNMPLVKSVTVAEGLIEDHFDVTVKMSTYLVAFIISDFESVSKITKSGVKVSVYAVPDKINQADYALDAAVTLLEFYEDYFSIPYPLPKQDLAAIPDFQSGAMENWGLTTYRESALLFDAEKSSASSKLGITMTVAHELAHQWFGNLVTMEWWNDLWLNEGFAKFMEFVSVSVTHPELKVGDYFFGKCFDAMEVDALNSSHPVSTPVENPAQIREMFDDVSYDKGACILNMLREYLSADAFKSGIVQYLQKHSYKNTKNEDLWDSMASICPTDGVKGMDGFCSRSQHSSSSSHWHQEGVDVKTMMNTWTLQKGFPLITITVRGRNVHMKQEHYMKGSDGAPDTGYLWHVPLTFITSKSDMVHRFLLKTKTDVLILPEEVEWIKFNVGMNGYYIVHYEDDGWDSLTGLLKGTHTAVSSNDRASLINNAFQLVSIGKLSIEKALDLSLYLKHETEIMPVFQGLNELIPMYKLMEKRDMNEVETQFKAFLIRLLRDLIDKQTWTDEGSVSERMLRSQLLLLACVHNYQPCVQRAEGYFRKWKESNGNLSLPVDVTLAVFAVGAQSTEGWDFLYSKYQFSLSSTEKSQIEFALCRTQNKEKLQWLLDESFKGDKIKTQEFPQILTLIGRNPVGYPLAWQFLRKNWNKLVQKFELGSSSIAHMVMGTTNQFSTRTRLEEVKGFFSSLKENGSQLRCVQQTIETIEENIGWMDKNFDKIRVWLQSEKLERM
S100A4 inh HTS – S100A4-myosin IIA interaction inhibition; P26447; S100A4/TAMRA-MyoIIA peptide fluorescence polarization; inhibition, % at 10.7 µM; hit rate 0.14% among 360,000; AID 652163;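 active means mean inhibition of at least 70% across replicates, with every replicate also reaching that level; inconclusive means mean inhibition reaches 70% but some replicates fall short; inactive means mean inhibition below 70%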
Target sequence (P26447 whole entry, looked up): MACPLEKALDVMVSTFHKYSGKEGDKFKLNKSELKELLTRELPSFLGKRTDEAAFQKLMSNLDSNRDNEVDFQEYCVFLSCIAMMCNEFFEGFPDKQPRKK
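assay system = human S100A4 monomer with TAMRA-labelled myosin IIA peptide | also added = labelled myosin peptide probe, 5 nM | incubation = 5 min between mix addition and reading | control set = DMSO and TFP controls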
PAX8 inh HTS – inhibitors of PAX8 transcriptional activity in RMG-I cells. AID 652154. hit rate 1.2% among 360,000. inhibition, % at 12.6 µM. RMG-I TPO-luciferase reporter, SteadyGlo, 24 h;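 active means mean replicate inhibition at least 60% with every replicate also reaching 60%; inconclusive means only one of the two criteria is met; inactive means mean below 60% and not all replicates reaching 60%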;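 further: luciferase light reporting Pax8 driven TPO promoter activity; plate controls were median of neutral control wells for no effect and mitoxantrone controls for full effect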
PglD inh – inhibitors of Campylobacter jejuni PglD acetyltransferase | purified PglD enzyme, DTNB colorimetric CoA detection | inhibition, % at 12.5 µM | hit rate 0.098% among 360,000 | AID 602405; in the data active means inhibition above about 16%, passing the limit was not always enough; inconclusive means no clear call, values can overlap the other calls; further: strong numbers were not always called active
FN deposition inh – fibronectin deposition inhibition; inhibition, % at 12.6 µM; AH1F fibroblasts, Alexa488-fibronectin deposition fluorescence, overnight; hit rate 0.086% among 350,000;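 active means mean inhibition across replicates of 30% or more, regardless of how many single replicates reach that level; inconclusive means mean under 30% yet at least half of replicates reach 30%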;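 further: positive control wells lacked labelled fibronectin entirely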
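Measured by – fluorescence 485/525 nm · System – AH1F fibroblast monolayer, labelled fibronectin deposition · Amount – 10000 cells per well · Buffer or medium – serum-reduced DMEM (2% serum) · Doses – single dose, pinned · Also added – fluorescent fibronectin at 24 nM final · Schedule – 1 h cell attachment, overnight exposure to compound and label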
LGR2 inh – blocks bursicon-induced cAMP signaling via Drosophila LGR2; HEK293 LGR2, CRE-luciferase, bursicon-stimulated, 4 h; inhibition, % at 9.99 µM; hit rate 0.35% among 380,000; AID 720647;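 active means drop in luminescence signal, shown as inhibition above about 50% in the replicate tests, limit read from the data, passing the limit was not always enough; inconclusive means probably only some replicates passing the limit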;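 further: agonist challenge used bursicon conditioned medium at about half maximal strength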
EWS-Fli inh – blocks EWS/Fli oncoprotein-driven transcription | hit rate 0.67% among 350,000 | A673 NR0B1-luciferase reporter, viability-normalised | AID 651661 | inhibition, % at 12.6 µM;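 active means mean inhibition of at least 50% after viability correction, with every replicate also passing that limit; inconclusive means mean reaches 50% but only one of two replicates passes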;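 further: firefly luciferase signal divided by Alamar Blue viability fluorescence both relative to DMSO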
PGC1a acetyl inh – PGC1a acetylation modulation, inhibitor mode; U2OS PGC1a acetylation, AlphaScreen anti-acetyl-lysine; with virally co-expressed GCN5 acetyltransferase; inhibition, % at 15.6 µM; hit rate 0.17% among 350,000; AID 651687;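 active means every replicate shows inhibition of at least 40%; inconclusive means mean inhibition at least 40% but some replicate below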;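 further: 0% = neutral control wells and 100% = positive control wells; some results beyond the cut were filed as inactive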
* = called active by the depositor; ? = inconclusive; · = no result given; & = joins results of further samples. An unsorted share of the library; overall some 2.1% were active at least once.

Values run as follows: ERAP1 inh	S100A4 inh HTS	PAX8 inh HTS	PglD inh	FN deposition inh	LGR2 inh	EWS-Fli inh	PGC1a acetyl inh
[1] O=C(c1cccnc1)N1C[C@H]2[C@@H](c3ccccc31)[C@@H](CO)N2Cc1ccc2c(c1)OCO2
 : 1	1	13	-3	·	1	-3	-6
[2] CN(CC(=O)Nc1ccccc1F)CC(=O)Nc1ccc(F)c(F)c1F
 : -3	-1	19	·	-12	11	-4	·
[3] O=C(O)c1nn(CCOc2cccc(Cl)c2)c(=O)c2ccccc12
 : -1	-3	-9	·	7	8	-2	·
[4] Cc1cccc(C)c1NC(=O)Nc1nc(C(N)c2ccccc2Cl)cs1 (centres undefined)
 : 17	-4	-9	3	-3	6	14	·
[5] Cc1cc(/C=N/n2cnnc2)c(C)n1-c1ccc(OCc2ccccc2F)cc1
 : -2	2	·	-2	·	19	8	12
[6] C[C@H](CO)N1C[C@H](C)[C@@H](CN(C)Cc2ccc(C(F)(F)F)cc2)Oc2ccc(NS(=O)(=O)c3cn(C)cn3)cc2C1=O
 : -2	-5	4	1	·	11	-8	0
[7] COc1ccc(NC(=O)N(C)C[C@H]2Oc3ccc(NC(=O)Nc4ccc(C(F)(F)F)cc4)cc3CC(=O)N([C@H](C)CO)C[C@@H]2C)cc1
 : 2	-20	9	-1	·	-6	8	-8
[8] Cc1ccc(-c2noc(-c3c(C)noc3C)n2)cc1
 : -1	-2	-10	·	-8	-40	-49	-4
[9] COc1ccc(/C=N/NC(=O)C2C3CCCCC32C)cc1OC (centres undefined)
 : -2	0	-13	·	-1	4	2	·
[10] C=CCSc1nc2c(cc1C#N)CCC2
 : ·	·	·	3	4	-8	·	0
[11] CCCOc1ccc(Cc2c(Cl)nc(SC)nc2OC)cc1
 : -3	-2	16	·	-3	12	-18	·
[12] C=CCNC(=S)N1CCN(c2ncc(C(F)(F)F)cc2Cl)CC1
 : -1	-3	19	·	-12	13	11	·
[13] C[C@H]1CCCCO[C@H](CN(C)C(=O)C2CCCCC2)[C@@H](C)CN([C@@H](C)CO)C(=O)c2cc(NC(=O)CCC(F)(F)F)ccc2O1
 : -5	4	·	-1	·	13	-2	-8
[14] CCCCn1c(C2CCCCC2)nc2cc3[nH]c(=O)c(C(C)C)nc3cc21
 : -4	4	-11	-2	-12	8	17	-7
[15] CCOc1ccc(CNCCCSc2ncccn2)cc1
 : -2	8	25	3	-4	-2	10	-5
[16] CCc1nc2c(OCCn3cccc3)cccn2c1N(C)C(=O)c1ccco1
 : -1	-8	-2	0	-6	16	-10	12
[17] CCCCNC(=S)NNC(=O)c1sccc1C
 : 2	-9	·	-3	·	·	-3	4
[18] COC(=O)c1c(NC(=O)CN2C(=O)NC3(CCc4ccccc4C3)C2=O)sc2c1CCCCC2 (centres undefined)
 : 6	-5	12	·	-18	-4	-3	·
[19] CC1CCCC(C)N1C(=O)COC(=O)c1n[nH]c(=O)c2ccccc12 (centres undefined)
 : 3	-2	-5	0	3	0	-4	9
[20] Cc1csc(SCC(=O)Nc2ccccc2C)n1
 : -1	-3	-27	5	·	-2	-9	-1

Ordered by the number under PGC1a acetyl inh (smallest number first): three of the compounds above.
cpd | Molecule | PGC1a acetyl inh
13 | C[C@H]1CCCCO[C@H](CN(C)C(=O)C2CCCCC2)[C@@H](C)CN([C@@H](C)CO)C(=O)c2cc(NC(=O)CCC(F)(F)F)ccc2O1 | -8
20 | Cc1csc(SCC(=O)Nc2ccccc2C)n1 | -1
16 | CCc1nc2c(OCCn3cccc3)cccn2c1N(C)C(=O)c1ccco1 | 12

Continuation.
Values run as follows: ERAP1 inh	S100A4 inh HTS	PAX8 inh HTS	PglD inh	FN deposition inh	LGR2 inh	EWS-Fli inh	PGC1a acetyl inh
[21] OCC1(Cc2cccc(Cl)c2)CCCN(Cc2cn[nH]c2C2CCCCC2)C1 (centres undefined)
 : 4	-6	6	·	3	9	-1	-5
[22] C[C@H](CO)N1C[C@H](C)[C@H](CN(C)C(=O)C2CCCCC2)OCCCC[C@H](C)Oc2ccc(NC(=O)Nc3ccc4c(c3)OCO4)cc2C1=O
 : 1	-2	·	1	·	9	9	10
[23] COc1ccc(S(=O)(=O)N(Cc2ccccc2)c2ccccc2C(=O)N2CCOCC2)cc1
 : 1	-3	17	-2	-3	1	18	·
[24] CO[C@H](CN(C)S(=O)(=O)c1ccc(Cl)cc1)[C@@H](C)CN(Cc1ccccc1Cl)[C@@H](C)CO
 : 1	0	·	3	-1	-1	14	-18
[25] Nc1cc(N)nc(SCCc2ccccc2)n1
 : 2	-10	-26	3	-1	-17	-74	-1
[26] COc1ccccc1C(=O)Nc1ccc(Br)cc1C
 : 4	0	-33	3	3	-85	-69	-4
[27] CC(OC(=O)c1cccc(S(=O)(=O)N2CCCCC2)c1)C(=O)NCC1CCCCC1 (centres undefined)
 : -2	1	·	1	4	5	2	·
[28] Cc1ccc(NC(=S)NCc2ccc3c(c2)OCO3)cc1
 : ·	·	2	-4	-3	-7	·	·
[29] Cc1ccc(S(=O)(=O)N2CCOCC2)cc1NC(=O)CN1CCN(C)CC1
 : 0	9	2	0	-14	2	-2	4
[30] CCOc1cccc(C2/C(=C(/O)c3ccc4c(c3)CC(C)O4)C(=O)C(=O)N2Cc2cccnc2)c1 (centres undefined)
 : 4	0	32	-1	-3	10	·	8
[31] CCOc1ccc(CN(C)C(=O)[C@H](Cc2ccccc2)NC(=O)OCc2ccccc2)cc1OC
 : -1	-3	15	-3	4	14	5	-10
[32] C[C@@H]1CN([C@H](C)CO)C(=O)Cc2cc(NC(=O)Cn3cnnn3)ccc2O[C@@H]1CN(C)S(=O)(=O)c1cn(C)cn1
 : -2	17	-12	2	·	12	-3	4
[33] NS(=O)(=O)c1ccc(CNC(=S)NC2CC2)cc1
 : 8	-2	-2	·	-3	19	3	8
[34] COc1ccc(CN(C)C[C@H]2OCCCC[C@@H](C)Oc3ccc(NC(=O)Nc4ccc(C(F)(F)F)cc4)cc3C(=O)N([C@@H](C)CO)C[C@H]2C)cc1
 : -1	-8	?	-3	·	·	69*	-5
[35] CCCNC(=O)N[C@H]1CC[C@@H](CC(=O)N2CCN(C)CC2)O[C@@H]1CO
 : -2	3	-15	-4	-8	-18	-9	-8
[36] CCOC(=O)Cn1c(=O)n(Cc2ccccc2)c(=O)c2cccnc21
 : 9	-4	18	-5	·	-24	4	4
[37] CO[C@@H]1CN(C)C(=O)c2cc(NC(=O)C3CC3)ccc2OC[C@H](C)N(C(=O)c2ccncc2)C[C@H]1C
 : 3	-6	15	-1	-4	-1	3	0
[38] COc1ccc(CN(C)C[C@H]2OCCCC[C@H](C)Oc3ccc(NC(=O)Nc4ccc(OC)cc4)cc3C(=O)N([C@H](C)CO)C[C@H]2C)cc1
 : -1	4	7	4	13	4	3	-4
[39] Cc1cc(C)c(C)c(S(=O)(=O)Nc2ccccc2N2CCOCC2)c1C
 : 2	-4	23	-1	4	-6	-50	-5
[40] C=CCN(CC(=O)NCC1CCCO1)C(=O)CCC(=O)Nc1cc(C)on1 (centres undefined)
 : 0	1	·	4	·	-5	·	-6
[41] Cc1noc(C)c1NC(=O)Nc1ccc2c(c1)C(=O)N([C@H](C)CO)C[C@@H](C)[C@@H](CN(C)S(=O)(=O)c1cn(C)cn1)O2
 : 3	1	·	0	·	-11	2	15
[42] Cc1cc(SCc2ccc([N+](=O)[O-])cc2)nc(=O)[nH]1
 : -4	-5	-11	-4	1	-3	·	0
[43] Cc1oc(-c2ccccc2F)nc1CN1CCC(C(=O)NCc2ccco2)CC1
 : ·	·	-17	-2	6	·	·	-4
[44] COc1cc(C(=O)OC2CSCC2NC(=O)c2ccccc2)cc(OC)c1OC (centres undefined)
 : 7	-1	-1	·	-10	1	-8	-10
[45] CC(=O)n1cc([C@H]2C=C(C(=O)N3CCOCC3)O[C@@H](OCc3ccc(CO)cc3)C2)c2ccccc21
 : -1&8	-7&2	2&9	2&-2	2	-1	0&3	4
[46] COc1ccc(NC(=O)CN(c2c(C)cccc2C)S(C)(=O)=O)cc1
 : -1	-5	5	6	-1	-25	15	-12
[47] Cc1ccc(N/C=C(\[N+](=O)[O-])S(=O)(=O)c2ccccc2)cc1
 : 2	0	-6	·	4	-46	0	2
[48] CCOC(=O)/C(N=Nc1c(Br)cc(Br)cc1Br)=C(\C)O
 : ·	·	-2	3	-9	·	·	2
[49] O=C(C[C@@H]1CC[C@H](NC(=O)c2ccccc2)[C@H](CO)O1)Nc1ccc(-c2ccccc2)cc1
 : -1	1	41	0	-4	6	-2	-6
[50] Cc1ccc(F)cc1CNC(=O)C1CCC(=O)N(CCc2ccccc2)C1 (centres undefined)
 : 4	0	-10	-5	-21	1	-11	-9
[51] CC(C)Oc1ccc(C2CC(=O)N(Nc3ccc([N+](=O)[O-])cc3[N+](=O)[O-])C2=O)cc1 (centres undefined)
 : 3	13	14	·	-9	8	16	·
[52] CN(CC(=O)O/N=C(\N)c1ccc(Br)cc1)S(=O)(=O)c1ccccc1
 : -2	2	-5	-2	7	-16	·	·
[53] O=C(NCCc1ccccc1)/C(=C\c1ccc([N+](=O)[O-])cc1)NC(=O)c1ccco1
 : 4	?	-34	-4	3	-5	-2	-8
[54] C[C@H](CO)N1C[C@H](C)[C@H](CN(C)S(=O)(=O)c2cccs2)Oc2ncc(C#Cc3ccccc3)cc2C1=O
 : 1&-2	-5&2	-4	1&3	13	4	12&11	-6&-6
[55] COc1ccc(/C=N/NC(=O)c2ccc(O)cc2O)cc1CSc1ccccn1
 : 1	4	-2	-4	11	·	-7	9
[56] NS(=O)(=O)c1ccc(CCNc2nn3c(-c4ccc(F)c(Cl)c4)cnc3s2)cc1
 : 3	-11	·	1	11	23	18	9
[57] COc1cccc(C(=O)N2C[C@H]3[C@@H](c4ccccc42)[C@H](CO)N3C(=O)c2ccccc2)c1
 : 2	-5	11	-4	·	-5	4	-15
[58] O=C(Cc1c(F)c(F)c(F)c(F)c1F)OC12CC3CC(C1)C(=O)C(C3)C2
 : ·	·	·	7	-2	-1	·	8
[59] Cn1cc(CN2CCC(n3nccc3NC(=O)c3ccccc3Cl)CC2)c2ccccc21
 : -1	-68	21	-7	0	12	12	-6
[60] CCCC(C)NC(=O)c1c2c(nc3ccccc13)CCC2 (centres undefined)
 : 2	4	-5	·	1	10	-3	-2
[61] CCOc1ccc(NC(=O)CSc2ncc(-c3ccc(F)cc3)n2Cc2ccco2)cc1
 : 1	-2	18	·	5	2	-27	-13
[62] CN1CCN(C(=O)[C@H]2[C@H](CO)[C@H]3Cn4c(ccc(-c5cccnc5)c4=O)[C@H]3N2CC2CC2)CC1
 : -3	-20	-9	-3	·	-8	-11	·

Screening results deposited in PubChem BioAssay by Broad Institute.
